Bioassay records: PubChem BioAssay, several laboratories
HSP90 refold inh = blocks HSP90-mediated luciferase refolding in reticulocyte lysate; inhibition, % at 5.6 µM; Rabbit reticulocyte lysate, luciferase refolding luminescence, 3 h; actives 0.91% (n = 290,000);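 active = inhibition above the screen-wide mean plus 3 SD, computed separately per campaign, cut at about 16% in these data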;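 note: 0% = DMSO wells and 100% = 60 µM geldanamycin wells; inhibitors lower the luminescence because luciferase stays unfolded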
IEC-6 tox = IEC-6 cytotoxicity, counter-screen for KLF5 inhibitors | luminescence viability | inhibition, % at 5 µM | actives 0.78% (n = 290,000); in the data active = inhibition above about 22%;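 note: 0% = plate median of test compound wells and 100% = cytotoxic reference compound wells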
aSyn UTR inh = 5' untranslated region of α-synuclein, MLPCN primary screen | alpha-synuclein 5'UTR reporter, inhibitor activity | inhibition, % (tested at 7.5 µM) | actives 0.82% (n = 300,000) | AID 1813; in the data active = inhibition above about 60%; inconclusive = no clear call, values can overlap the other calls;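 note: H4 neuroglioblastoma cells stably carrying SNCA 5'UTR luciferase fusion; 0% = DMSO wells and 100% = positive control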
HSF1 inhib = HSF1 inhibition. actives 0.77% (n = 300,000). activity change, negative = inhibition, % at 7.5 µM (by protocol). AID 2098. NIH3T3-HGL HSE-luciferase, MG132-induced, luminescence 8 h; stronger effect = lower value;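 active = more than half of replicate wells show activity change below -50%, luminescence cut by over half; inconclusive = some wells, but at most half, below -50%; inactive = no replicate well below -50%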;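 note: luciferase reports HSF-1 transcriptional activity via heat shock element; 0% = median of DMSO wells and -100% = zero luminescence signal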
HSF-1 act = increases HSF-1 driven luciferase reporter signal | NIH3T3-HGL HSF-1 luciferase reporter, MG132, 8 h; 100% = twice DMSO control signal | activation, % at 9 µM | actives 1.7% (n = 300,000) | AID 504408;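 active = mean replicate activation of at least 50% with a set share of replicates each reaching 50%; inconclusive = only one of those two conditions met; inactive = mean below 50% and too few replicates reaching it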;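 note: 0% = median of the neutral control wells and 100% = twice that signal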
GSK3beta inhib = human GSK3beta kinase inhibition; activity score (negative = inhibition), % at 10 µM; GST-GSK3beta kinase, ADP-Glo luminescence, 60 min; stronger effect = lower value; P49841; actives 0.038% (n = 300,000); AID 2097;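 active = more than half of replicate wells score below -50%, meaning over 50% inhibition versus plate controls; inconclusive = some replicates but at most half score below -50%; inactive = no replicate scores below -50%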;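 note: 0% = median DMSO wells and -100% = median GW8510 positive control wells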
Target sequence (P49841 whole entry, looked up): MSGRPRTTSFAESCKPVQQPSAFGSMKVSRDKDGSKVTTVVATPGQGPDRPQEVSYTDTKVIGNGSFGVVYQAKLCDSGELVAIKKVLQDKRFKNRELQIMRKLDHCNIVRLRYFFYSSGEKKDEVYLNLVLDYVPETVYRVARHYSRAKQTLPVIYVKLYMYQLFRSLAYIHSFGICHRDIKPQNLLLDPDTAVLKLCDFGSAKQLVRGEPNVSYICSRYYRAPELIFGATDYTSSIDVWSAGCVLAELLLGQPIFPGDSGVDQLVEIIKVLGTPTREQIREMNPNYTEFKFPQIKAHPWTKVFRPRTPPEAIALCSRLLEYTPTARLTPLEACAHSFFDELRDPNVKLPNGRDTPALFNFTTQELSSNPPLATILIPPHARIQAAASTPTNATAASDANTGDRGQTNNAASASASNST
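Assay system: GST-fused GSK3beta enzyme, cell-free / Medium: Tris pH 7.5 buffer with MgCl2, DTT, BSA, heparin / Also added: peptide substrate plus 25 µM ATP (final) / Compound: 10 µM single point / Timing: kinase reaction with compound 60 min at room temperature / Detection: ADP-Glo luminescence / Benchmarks: DMSO neutral wells and GW8510 at 20 µM as positive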
PolyA inh = yeast polyadenylation inhibition; S. cerevisiae SKY197-pL101 polyadenylation reporter, beta-gal luminescence; efflux-impaired pdr1/pdr3 knockout yeast; score 100 = 6 SD above DMSO; calls only at 12 µM; actives 0.02% (n = 300,000);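 active = lowest replicate activity score at least 50, where 100 means six control SD above control mean; inconclusive = lowest score under 50 but half or more replicates reach 50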;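 note: yeast exposed to compound for 9 h at 30 °C; higher score means more reporter readthrough which indicates perturbed polyadenylation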
KLF5 inh = kruppel-like factor 5 inhibition | AID 1700 | actives 0.23% (n = 290,000) | DLD-1 KLF5 promoter-luciferase reporter, luminescence | inhibition, % at 5 µM;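 active = inhibition above a per-plate limit of that plate's mean compound inhibition plus 3 SD, cut at about 60% in these data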;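 note: 0% = DMSO wells and 100% = LY294002 at 200 µM; higher means less KLF5 promoter-driven luciferase light; inactives centre near -14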
AI-2 QS modul = modulators of Vibrio harveyi AI-2 quorum sensing system; Vibrio harveyi JMH597 AI-2 luminescence/OD600 ratio, 9 h; stronger effect = lower value; strain lacks LuxN and CqsS sensors; 0 = neutral-control median; activity change, % at 7.5 µM; actives 0.4% (n = 300,000); AID 2094; in the data active = activity change below about -75%, passing the limit was not always enough; inconclusive = no clear call, values can overlap the other calls;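 note: luminescence divided by OD600 gain over 9 h not by final OD600 alone; inactives centre near 13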
GSK3 alpha inh = human GSK-3 alpha kinase inhibition | ADP-Glo luminescence, 60 min | inhibition, % at 10 µM | actives 0.1% (n = 320,000) | AID 2650;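 in the data active = inhibition above about 50%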;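 note: GST-tagged GSK-3 alpha with peptide substrate and 25 µM ATP; 0% = DMSO neutral wells and 100% = GW8510 positive control wells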
Target sequence (P49840 whole entry, looked up): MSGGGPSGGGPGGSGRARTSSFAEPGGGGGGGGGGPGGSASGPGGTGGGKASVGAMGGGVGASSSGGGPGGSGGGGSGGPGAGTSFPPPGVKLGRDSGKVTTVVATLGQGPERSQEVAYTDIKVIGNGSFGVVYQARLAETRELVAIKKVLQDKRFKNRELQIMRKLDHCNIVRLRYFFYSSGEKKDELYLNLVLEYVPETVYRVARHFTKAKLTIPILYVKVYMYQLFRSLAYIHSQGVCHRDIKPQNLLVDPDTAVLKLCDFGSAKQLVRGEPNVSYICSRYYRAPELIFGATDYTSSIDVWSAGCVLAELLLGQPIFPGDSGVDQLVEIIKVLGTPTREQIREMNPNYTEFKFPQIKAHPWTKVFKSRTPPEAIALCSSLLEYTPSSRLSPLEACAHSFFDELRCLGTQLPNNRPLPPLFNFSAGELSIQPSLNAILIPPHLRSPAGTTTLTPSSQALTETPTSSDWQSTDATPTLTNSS
The depositor's hits bear a star; i = inactive; ? = inconclusive; · = not tested or not shown. Only part of the results is shown; rates above refer to the full screens.

Below each compound: HSP90 refold inh, IEC-6 tox, aSyn UTR inh, HSF1 inhib, HSF-1 act, GSK3beta inhib, PolyA inh, KLF5 inh, AI-2 QS modul, GSK3 alpha inh
- Cc1ccc(N(C(=O)CCC(=O)Nc2ccccn2)C(C(=O)NC(C)C)c2ccc(F)cc2)cc1 (stereo unspecified)
→ -4, -1, 10, 4, 8, 1, i, -6, 18, 0
- Cc1cc(S(=O)(=O)NCC(C)C)ccc1OCC(=O)N1CCOCC1
→ 2, 1, -18, -2, 11, 1, i, -2, 10, 0
- COc1ccc(N(C)S(=O)(=O)c2cccc(C(=O)N(C)Cc3ccc(C)o3)c2)cc1
→ 0, -11, 27, -1, 7, 0, i, 14, 18, -6
- O=C(O)CCc1ccc(-c2cccs2)o1
→ 4, -8, -11, 1, 11, 5, i, -8, 31, -3
- O=C(c1csc2c1CCCC2)n1cccn1
→ ·, ·, 11, -2, -5, -1, i, ·, 2, -3
- CCN(CC)S(=O)(=O)c1ccc(N2CCOCC2)c(NC(=O)CN2C(=O)NC(C)(c3ccccc3)C2=O)c1 (stereo unspecified)
→ ·, ·, -4, 1, -2, -2, i, ·, 21, -2
- Cn1c(=O)cc(SCC(=O)Nc2cccnc2)c2ccccc21
→ 1, 4, -4, -19, 5, 2, i, -36, 22, 0
- O=C(NCC1CCCO1)c1ccc(CS(=O)(=O)c2c(Cl)cccc2Cl)o1 (stereo unspecified)
→ 1, -5, 5, -4, -2, -1, i, -22, 25, ·
- CCOc1ccccc1NC(=O)c1ccoc1C
→ -3, 1, 7, -2, -7, -1, i, -15, 11, 1
- CC1C(=O)N(Cc2ccc([N+](=O)[O-])cc2)c2ccccc2N1C(=O)C1CC1 (stereo unspecified)
→ -1, -2, -20, 9, 8, 0, i, 4, 21, 0
- C/C(=N\NC(=O)c1c([N+](=O)[O-])c(C)nn1C)c1ccc(NC(=O)C2CCCC2)cc1
→ -3, 77*, 81*, -1, -13, -1, i, 65*, 27, 2
- Cc1ccc(S(=O)(=O)NCCC(=O)NC2CCN(Cc3ccccc3)CC2)cc1
→ ·, ·, 8, 1, -1, 0, i, ·, -4, -2
- N#CC1=C(N)Oc2c(ccc3cccnc23)C1c1ccncc1 (stereo unspecified)
→ 0, 0, -9, -5, -9, 3, i, -2, 11, -1
- Cc1ccc(C(=O)NCCNC(=O)c2cnccn2)cc1
→ 1, 0, -3, -6, 7, -4, i, -24, -1, -1
- COc1ccccc1CC(NC(C)=O)C(=O)NC1CCN(C(=O)Nc2ccccc2Cl)CC1 (stereo unspecified)
→ -2, -1, -3, 1, -4, -1, i, 1, 9, -2
- O=C(Nn1cnnc1)c1ccc(Cl)cc1
→ -2, -6, -9, -1, 4, 1, i, -58, 5, 0
- CC(C)C[C@H](NC(=O)c1nc[nH]c1C(=O)NCC(=O)OCc1ccccc1)C(=O)OCc1ccccc1
→ 4, 2, 24, -1, -11, -8, i, -5, 15, 1
- Cc1ccnc(NS(=O)(=O)c2ccc(NS(=O)(=O)c3ccc([N+](=O)[O-])cc3)cc2)n1
→ -1, -9, -2, -11, 6, 5, i, 5, 24, -1
- Cc1ccc(S(=O)(=O)N2CCC(C(=O)NCCN3CCCCCC3)CC2)cc1
→ -1, -1, 30, -7, -9, 1, i, -13, 20, 1
- COC(=O)C12CCC3(SCCS3)C(C(=O)OC)(CCC13SCCS3)C2
→ 7, -2, 16, -4, 2, 0, i, -22, 17, 2
- O=C(COc1ccc([N+](=O)[O-])cc1)Nc1ccc2c(c1)nc1n2CCOC1
→ -2, 1, -29, 1, -10, 2, i, -14, 13, -2
- CCOC(=O)c1ccc(N2C(=O)CC(Sc3nnc(C)s3)C2=O)cc1 (stereo unspecified)
→ 6, -3, -7, 1, 6, -1, i, -10, 32, -2
- Cc1ccc(OCC(=O)c2cc(C)n(Cc3cccs3)c2C)c([N+](=O)[O-])n1
→ 2, -14, 21, ?, -31, 1, i, -22, 18, 2
- N#Cc1c2n(c3c(=O)[nH]cnc13)CCCC2
→ -3, -1, -7, -4, -9, 1, i, -16, 29, 20
- Cc1cccc[n+]1CC(=O)c1ccc(Cl)cc1
→ 2, 6, 0, 0, 14, -4, i, -31, -7, -1
- NC(=O)[C@@H]1CCCN1Cc1c(C(=O)N2CCN(C3CCCCC3)CC2)nc2ccccn12
→ 0, 2, 7, -2, -14, 0, i, -20, 6, 0
- Cc1ccccc1CC1(CO)CCCN(C(=O)c2ccc3ncccc3c2)C1 (stereo unspecified)
→ 1, 4, -6, -4, -1, 0, i, -13, 11, -5
- O=C(Nc1ccncc1)c1ccc(C(=O)Nc2ccncc2)cc1
→ -3, -2, -7, -2, 6, 0, i, -19, 7, -1
- Cc1ccc2oc(-c3cccc(NC(=S)NC(=O)c4cccs4)c3)nc2c1
→ 3, -3, -153, 9, 2, 3, i, -34, 13, -2
- CC(=O)Nc1ccc(C(=O)OCc2ccc(F)cc2Cl)cc1
→ 0, 12, -33, 3, 8, -3, i, 13, 4, -1
- CCN(c1ccc(OC)cc1)S(=O)(=O)N1CCCC(C(=O)NCc2ccccc2Br)C1 (stereo unspecified)
→ -3, -1, 2, -1, -4, -10, i, -25, 16, -1
- CCCCCC(=O)NN1C(=S)N(c2ccc(OC)cc2)C(=O)C1CC(=O)Nc1ccccc1 (stereo unspecified)
→ 4, 0, 3, -2, 6, 1, i, 4, 15, -1
- Cc1ccc(C2C(C#N)=C(N)Oc3n[nH]c(-c4cccs4)c32)s1 (stereo unspecified)
→ 10, 0, 7, 19, 18, -17, i, -48, 15, 3
- Cc1ccc(-n2ncc3c(NCc4ccc5c(c4)OCO5)ncnc32)c(C)c1
→ 2, 11, 31, -55*, -62, 1, i, 18, 22, -1
- Cc1ccc(C2NC(c3ccc(C)cc3)C(C)C(=NO)C2C)cc1 (stereo unspecified)
→ 0, -3, 28, ·, ·, -1, i, -28, 25, -4
- CCCSC(=S)NC1CCS(=O)(=O)C1 (stereo unspecified)
→ -3, 0, -14, -32, -30, -3, i, 3, 21, -2
- CCC(C)(C)C1CCC(=NNc2nc3ccccc3[nH]2)CC1 (stereo unspecified)
→ 3, -12, -69, -12, -19, 0, i, -71, 11, -1
- Cc1cc(C)cc(NC(=O)c2ccc(NC(=O)C3C4CC5OC(=O)C3C5C4)cc2)c1 (stereo unspecified)
→ -1, -4, 29, 1, -11, 1, i, -6, 17, -1
- CC(=O)n1c(C=Nc2ccc(Cl)cc2)c(O)c2ccccc21
→ -3, 6, -35, -4, -3, 3, i, -17, 23, -3
- O=C(c1ccccc1)c1ccc(OCC(O)CNC2CCCc3ccccc32)cc1 (stereo unspecified)
→ 1, -2, 2, -6, -2, 0, i, -2, 19, -1
- c1ccc(CN2CCN(c3ncccn3)CC2)cc1
→ 0, 5, -14, -7, 4, 7, i, -13, 16, -3
- CCC(c1nnnn1CCc1ccccc1)N(Cc1ccco1)Cc1cc2cc(C)cc(C)c2[nH]c1=O (stereo unspecified)
→ 3, -2, 18, 27, 58*, 3, i, -5, 8, 3
- Cc1csc(=O)n1CCC(=O)OCC(=O)Nc1cccc(C#N)c1
→ ·, ·, 8, -3, -2, -5, i, ·, 5, -2
- CCc1c(C)nc(N)n2c(SCC(=O)N3CCCc4ccccc43)nnc12
→ 7, 11, -4, -5, 2, 1, i, 1, 27, 2
- COc1ccc(S(=O)(=O)N(C)CC(=O)NCc2ccco2)cc1OC
→ -3, -9, 13, -5, -5, -8, i, -11, -7, -2
- Cc1ccc2cc(CCNC(=O)c3cccs3)c(=O)[nH]c2c1C
→ 1, 5, -190, 29, 58*, 0, i, -80, 18, -1
- CSCC(CO)NS(=O)(=O)c1ccc(C)cc1 (stereo unspecified)
→ 3, 3, -13, ·, ·, 0, ·, -14, 22, 0
- Cc1ccc(S(=O)(=O)N2CCCCC2)cc1NC(=O)CN1C(=O)CN(C)C1=O
→ 3, 2, 22, 3, -13, 0, i, 20, 15, 0
- O=c1c2ccccc2nnn1CSc1nnc(Nc2ccccc2)s1
→ -2, 0, 4, 14, 19, 1, i, -6, 0, -2
- COc1ccc(Cl)cc1NC(=O)CSc1nnc(COc2ccccc2)n1C
→ 1, 2, 21, -3, -2, 1, i, 17, 8, -1
- COc1ccc(CCN(Cc2nc3ccccc3c(=O)[nH]2)C(=O)C2CC2)cc1
→ -1, -1, 22, -3, -6, -2, i, -10, 12, -2
- O=C(c1ccco1)c1cc2c(ccc3ccccc32)oc1=O
→ 0, 3, -13, -1, 19, 0, i, -16, 11, 1
- CCOc1cc(C)c(S(=O)(=O)N2CCCC2)cc1C
→ 1, -4, 9, -2, 3, 5, i, -28, 3, 2
- Cc1cccc(C(=O)N2CCc3cc(-c4nc(NC(=O)CN5CCCC5)sc4C)ccc32)c1
→ 2, -2, -71, 3, -1, -1, i, -16, 13, -2
- CCC(=O)Oc1ccc(C(=O)Nc2cccc(C(=O)NCC(C)C)c2)cc1
→ 0, 6, -10, 3, 5, 2, i, -27, 0, -1
- COc1ccc(/C=C2\C(=O)OCc3cc(OC)c(OC)cc32)cc1OC
→ 2, 4, -33, -3, 1, 1, i, -14, 26, 0
- CCCCN(C(=O)/C=C/c1ccccc1)C1CCS(=O)(=O)C1 (stereo unspecified)
→ ·, ·, -2, 2, 6, 2, i, ·, 15, 2
